POLH inh = inhibitors of human DNA polymerase eta; Q9Y253; recombinant Pol eta, fluorescent DNA replication assay; Potency, µM (titrated, usually from 114 µM), inactives show at the top dose activity change, negative = inhibition, most hits filed as inhibitors; 1.2% of 390,000 active; AID 588591; further: on the % scale 0 is the no-effect control and ±100 the full control effect
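Fluorescent replication assay: 50 nM final substrate added after a 15 min room-temperature compound preincubation with 10 nM enzyme. Signal taken at 0 min and again at 10 min.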
POLK inh = blocks human DNA polymerase kappa activity; Q9UBT6; purified Pol kappa, fluorescent DNA synthesis assay, 10 min; Potency, µM (doses to about 107 µM), for inactives: at the highest dose activity, negative = inhibition, usual class: inhibitors; 0.53% of 400,000 active; AID 588579; further: on the % scale 0 is the no-effect control and ±100 the full control effect
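10 nM Pol kappa preincubated 15 min at room temperature with compounds, then reaction started with substrate at 50 nM final. Fluorescence read kinetically at 0 and 10 min; buffer-only wells served as negative control.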
APEX1 inh = blocks human APE1 abasic DNA cleavage | AID 2517 | 0.35% of 350,000 active | recombinant APE1, TAMRA/BHQ-2 abasic DNA cleavage fluorescence | Potency, µM (doses to about 65.8 µM), without a hit: top-dose activity change, negative = inhibition, most hits filed as inhibitors | P27695;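 further: plate controls were vehicle for no effect and reference inhibitor for full effect; nearly all actives have a fitted effect of over 55% in size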
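Substrate: short duplex with […] THF abasic site, 5'-TAMRA and 3'-BHQ-2, 50 nM final. APE1 at 0.75 nM, preincubated 15 min RT with compound. Fluorescence increase from first to third read measured activity.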
POLB inh = inhibitors of human DNA polymerase beta; 1.3% of 340,000 active; AID 485314; Potency, µM (top dose mostly 114 µM), for the others: at the top dose activity change, negative = inhibition, most hits filed as inhibitors; Pol beta primer extension/strand displacement, fluorescence kinetic; P06746; further: on the % scale 0 is the no-effect control and ±100 the full control effect
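Pol beta (10 nM) and compounds were preincubated 15 min at room temperature, then 50 nM substrate (final) started primer extension/strand displacement. Reads were taken at 0 and 10 min; concentration-response data were fitted to a four-parameter Hill equation.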
BAZ2B inh = BAZ2B (human) inhibition. AlphaScreen BAZ2B-H3K14Ac peptide displacement. 4.4% of 360,000 active. Q9UIF8. AID 504333. Potency, µM (doses to about 114 µM), inactives show top-dose activity change, negative = inhibition, usual class: inhibitors; further: on the % scale 0 is the no-effect control and ±100 the full control effect; nearly all actives have a fitted effect of over 60% in size
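In this displacement format the biotinylated H3(5-23) peptide acetylated at Lys14 serves as ligand at 50 nM, with BAZ2B at 50 nM in PBS pH 7.4 containing 0.01% Tween-20. Donor and acceptor beads are 10 ug/mL final.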
BLM inh = inhibitors of human Bloom syndrome helicase BLM. recombinant BLM DNA unwinding, fluorescence dequenching. Potency, µM (doses to about 56.1 µM), for the others: top-dose activity change, negative = inhibition, most hits filed as inhibitors. 0.2% of 350,000 active. AID 2528;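 further: plate controls were vehicle for no effect and no enzyme for full effect; nearly all actives have a fitted effect of over 35% in size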
POLI inh = inhibitors of human DNA polymerase iota; Pol iota fluorescent replication assay, 10 min; Potency, µM (series often up to 115 µM), for the others: at the top dose activity, negative = inhibition, hits mostly inhibitors; Q9UNA4; 1% of 390,000 active
Target sequence (Q9UNA4 whole entry, looked up): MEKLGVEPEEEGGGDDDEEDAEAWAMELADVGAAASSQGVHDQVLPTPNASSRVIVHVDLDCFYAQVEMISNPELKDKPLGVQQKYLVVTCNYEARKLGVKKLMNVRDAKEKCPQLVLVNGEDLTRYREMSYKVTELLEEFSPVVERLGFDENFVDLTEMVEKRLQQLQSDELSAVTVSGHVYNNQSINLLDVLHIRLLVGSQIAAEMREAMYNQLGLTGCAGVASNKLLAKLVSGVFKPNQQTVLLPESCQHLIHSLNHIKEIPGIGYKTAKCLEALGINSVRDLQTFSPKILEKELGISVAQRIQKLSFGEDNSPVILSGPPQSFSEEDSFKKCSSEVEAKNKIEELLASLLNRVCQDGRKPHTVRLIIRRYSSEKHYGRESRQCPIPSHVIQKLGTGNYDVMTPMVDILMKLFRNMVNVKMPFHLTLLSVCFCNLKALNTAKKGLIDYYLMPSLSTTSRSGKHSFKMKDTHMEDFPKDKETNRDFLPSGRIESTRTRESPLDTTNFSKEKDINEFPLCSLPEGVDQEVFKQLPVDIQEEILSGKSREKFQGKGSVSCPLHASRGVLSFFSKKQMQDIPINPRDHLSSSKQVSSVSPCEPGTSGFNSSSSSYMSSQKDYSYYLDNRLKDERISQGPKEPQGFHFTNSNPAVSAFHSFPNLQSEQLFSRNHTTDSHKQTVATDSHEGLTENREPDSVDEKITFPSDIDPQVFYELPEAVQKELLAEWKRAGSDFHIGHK
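Pol iota at 10 nM preincubated 15 min with compounds at room temperature; reaction started with fluorescent substrate, 50 nM final. Fluorescence read kinetically at 0 and 10 min; buffer-only wells as negative control.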
G9a inh = G9a (human) methyltransferase inhibition. Potency, µM (doses to about 102 µM), for inactives: top-dose activity, negative = inhibition, usual class: inhibitors. 8.8% of 350,000 active. Q96KQ7. G9a H3K9 monomethylation, AlphaScreen, 2 h; further: on the % scale 0 is the no-effect control and ±100 the full control effect; nearly all actives have a fitted effect of over 75% in size
Target sequence (Q96KQ7 913-1193 limits assumed): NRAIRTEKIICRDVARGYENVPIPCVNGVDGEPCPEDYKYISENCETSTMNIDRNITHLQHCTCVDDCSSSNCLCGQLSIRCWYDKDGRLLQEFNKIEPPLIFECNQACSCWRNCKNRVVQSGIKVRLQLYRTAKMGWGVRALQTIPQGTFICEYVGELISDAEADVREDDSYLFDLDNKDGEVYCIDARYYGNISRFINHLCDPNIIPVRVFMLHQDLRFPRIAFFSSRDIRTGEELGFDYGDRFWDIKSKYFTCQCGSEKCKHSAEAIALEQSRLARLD
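Compounds were preincubated with 20 nM G9a for 15 min, after which biotinylated H3K9 peptide (500 nM) and SAM (20 uM) started a 2 h room-temperature reaction. Monomethylated product was quantified by antibody-based AlphaScreen chemiluminescence.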
Anesthetic bind = binds horse apoferritin like a general anesthetic; P02791; apoferritin/1-aminoanthracene competitive binding, fluorescence; Potency, µM (series often up to 77.5 µM), for inactives: top-dose activity change, negative = displacement, hits mostly inhibitors; 0.074% of 350,000 active; AID 485281; further: on the % scale 0 is the no-effect control and ±100 the full control effect; nearly all actives have a fitted effect of over 20% in size
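Probe: 1-aminoanthracene (50% saturated, PBS). Protein: horse-spleen apoferritin, 10 uM. Incubation: 10 min, room temperature. Detection: 380 nm excitation, 535 nm emission. Analysis: normalized response, four-parameter Hill.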
An asterisk follows results filed as active; ? = inconclusive; · = no result given; & = joins results of further samples; [ ] = remark or other dose. The call rests on the fitted dose curve; in most records, active means well fitted curve in the direction sought with a large enough effect; inconclusive means small, poorly fitted or top-dose-only effect, or another doubt; inactive means no such curve, though single readings can be large; an effect the other way counts as inactive or inconclusive. Potency means the concentration at half of the fitted maximal effect.

SMILES | POLH inh | POLK inh | APEX1 inh | POLB inh | BAZ2B inh | BLM inh | POLI inh | G9a inh | Anesthetic bind
COc1cc(Br)c(CC(=O)O)cc1OC | -3% | -8% | ? | 0% | -26% | -5% | 4% | ? | -4%
COc1ccc(S(=O)(=O)NC2CC2)cc1C(=O)N1CCOCC1 | 1% | -18% | 2% | 1% | -3% | 2% | 62%[activator] | -7% | -8%
CSc1cccc(NC(=O)CN2C(=O)CCc3cc(S(=O)(=O)N4CCCCC4)ccc32)c1 | -6% | -10%[60.1 µM] | · | -11% | -4% | -7% | -12% | -38%[59 µM] | 7%
O=C(CSc1nnnn1-c1ccccc1)N1N=CCC1c1ccccc1 (stereo unspecified) | -14% | -1% | -3% | 32% | 10% | 1% | 37%[activator] | 7%[59 µM] | 4%
COC(=O)C1=C(C)N(C)C(=O)NC1c1ccc(C)cc1 (stereo unspecified) | -14% | -2% | 3% | 0% | -3% | 0% | -13% | -2%[59 µM] | -20%
O=C(O)c1c2c(nc3ccc(S(=O)(=O)N4CCC(C(=O)NCc5ccccc5Cl)CC4)cc13)CCCC2 | 7% | -29% | 33% | -8% | -31% | -19% | -20% | -3%[59 µM] | -4%
N#Cc1cccc(-c2nc(Nc3ccccc3)c3ccccc3n2)c1 | · | -5%[60.1 µM] | 1% | · | · | 1% | · | · | -6%
COc1ccc(N2CCN(CC(=O)c3ccc(O)cc3O)CC2)cc1 | -15% | 2% | 16% | 3% | ? | -1% | 11% | 71µM* | -12%
O=c1[nH]c2ccccc2nc1/C=C(\O)C1CC1 | -13% | -6% | -5% | 23% | 9% | -1% | 30%[activator] | 17%[59 µM] | 5%
COCCNC(=O)C1c2ccccc2C(=O)N(CCOC)C1c1ccc(F)cc1 (stereo unspecified) | -4% | -9% | -3% | 4% | 2% | -1% | 17% | 8% | -9%
C=Cc1ccc(Cn2c(=O)n(CCCOC)c(=O)c3sccc32)cc1 | -25% | -2% | 7% | -2% | 5% | 1% | 12% | · | -8%
O=C(CCc1nnc(C2CCCCC2)o1)N1CCC(Oc2cccnc2)CC1 | -5% | -4% | 0% | -2% | -6% | -2% | -9% | 16%[12.7 µM] | -11%
COc1ccccc1CN1CCCC2(CCN(S(=O)(=O)c3ccccc3)CC2)C1 | · | -2%[60.1 µM] | 3% | · | · | -6% | · | -3%[12.7 µM] | ·
COc1ccc(CNC(=O)Cc2nn(C)c(=O)c3ccccc23)cc1 | -6% | -20% | -4% | 26% | 6% | 2% | 22% | 8% | -7%
COc1cc2c(cc1OC)/C(=C/C(=O)c1ccc(OC)c([N+](=O)[O-])c1)NCC2 | 1% | -10% | 21% | 4% | -1% | 9% | 41%[activator] | 8% | -8%
Cc1ccc(C)c(N2N=C(C(=O)Nc3cccnc3)CCC2=O)c1 | -3% | -9% | 9% | · | -2% | · | -10% | 13%[12.7 µM] | ·
O=c1cc(CSc2ccccn2)nc(N2CCN(c3ccccc3)CC2)[nH]1 | 4% | -13% | 6% | 12% | 0% | 1% | 2% | 9% | -6%
CCCC(C(=O)NCCC(C)C)N(Cc1ccc(F)cc1)C(=O)c1snc(C(N)=O)c1N (stereo unspecified) | -16% | -20% | -4% | 2% | 3% | -3% | 1% | · | -22%
CCOc1ccc(CCNC(=O)Cn2nnc(-c3ccccc3)n2)cc1OCC | -6% | 7% | · | 0% | -19% | -5% | -9% | -4%[59 µM] | -22%
CN1CCN(C(=O)/C(C#N)=C/c2ccc(F)cc2)CC1 | -1% | -14% | -6% | 10% | -17% | -7% | 81%[activator] | -31% | -2%
Cc1nc2ccc(NC(=O)C3COc4ccccc4O3)cc2s1 (stereo unspecified) | -13% | -5% | 5% | -14% | -32% | -1% | 6% | -49% | -7%
COc1ccc(S(=O)(=O)NCc2cccnc2)cc1NC(=O)c1ccc(C)cc1 | 1% | -14% | -10% | · | 13% | · | 31%[activator] | -33% | ·
COc1cccc(CN(C(=O)c2oc3ccc(Br)cc3c2C)C2CCS(=O)(=O)C2)c1 (stereo unspecified) | -8% | -24% | · | 1% | -11% | -9% | -10% | -43%[59 µM] | -3%
COc1cc(OC)cc(C(=O)N2c3ccc(F)cc3CCC2C)c1 (stereo unspecified) | -13% | -1% | -2% | -14% | -1% | -6% | 5% | -26% | -4%
C[C@@H](CN=[N+]=[N-])CN1CC[C@H](C(C)(C)C)CCC1=O | -5% | 0%&10% | -17% | 62% | 1% | 0% | 13%&10% | · | -15%

The listing continues:
SMILES | POLH inh | POLK inh | APEX1 inh | POLB inh | BAZ2B inh | BLM inh | POLI inh | G9a inh | Anesthetic bind
Cc1oc(-c2ccc(Cl)cc2)nc1CN1CCC(C(=O)NCc2ccco2)CC1 | -7% | -21% | 10% | 27% | ? | -1% | 12% | 4%[59 µM] | -15%
CCC(=O)Nc1ccc(C(=O)Nc2ccc3c(c2)OCO3)cc1 | -3% | -2% | -2% | 18% | -4% | -2% | 7% | 49%[12.7 µM] | -4%
COc1ccc(C(C(=O)NCC2CCCO2)N(Cc2ccccc2)C(=O)CNC(=O)c2ccco2)cc1OC (stereo unspecified) | -5% | -7% | -22% | 52% | 0% | -2% | -2% | 42% | 7%
Cc1sc2nc(CSc3ccc([N+](=O)[O-])cc3)[nH]c(=O)c2c1C | · | · | -6% | 2% | -2% | -5% | · | ? | -8%
Cc1ccc(Cl)cc1NC(=O)CSc1nc(C)c(C)c(C)c1C#N | -1% | 11% | · | 21% | -3% | -3% | 10% | -4%[59 µM] | -6%
Cc1ccccc1C(=O)Nc1nnc(S(=O)(=O)N2CCCCC2)s1 | -7% | -7% | 19% | -8% | -3% | -5% | ? | -24% | -4%
COC(=O)[C@H](Cc1ccccc1)NC(=O)N1CCN(Cc2ccccc2)CC1 | -3% | -5% | -4% | 21% | -5% | -2% | 0%[58.9 µM] | -4%[59 µM] | -11%
CCC(=O)NC(=S)Nc1ccc(NC(=O)c2cccnc2)cc1 | -4% | -7% | 1% | 14% | ? | 0% | -15%[58.9 µM] | -16% | -1%
COc1ccc(C2C(C(C)=O)=C(O)C(=O)N2c2nccs2)cc1OC (stereo unspecified) | -10% | -17% | 2% | 17% | -10% | 2% | -4% | ? | -8%
COc1ccc(C(=O)Nc2ccccc2C(=O)N2CCCCC2C)cc1 (stereo unspecified) | -13% | -2%[60.1 µM] | -6% | -3% | 0% | -1% | -1% | 34%[12.7 µM] | -11%
COCCC(=O)N1CCCC(CNS(=O)(=O)c2ccc(OC)cc2)C1 (stereo unspecified) | 3% | -9% | 2% | 8% | -14% | 1% | -1% | · | -5%
COc1cc(OC)c(OC)cc1CN1CCc2ccccc2C1 | -10% | -1%[60.1 µM] | 5% | ? | ? | -1% | 43%[activator] | 13µM* | -5%
Fc1ccccc1OCCCCCN1CCCC1 | -18% | -7% | 2% | -3% | -3% | 3% | 12% | -5%[59 µM] | -1%
CC1=[N+](C)N(c2ccccc2)C(=O)C1N=Cc1ccc(Cl)cc1 (stereo unspecified) | -18% | 9% | ? | 45% | 0% | 1% | 33%[activator] | -3%[59 µM] | -1%
COc1ccc2oc(=O)c(C(=O)NC3CCCCCC3)cc2c1 | -10% | 1% | 25% | 3% | -18% | -6% | 60%[activator] | -48% | -8%
Cc1ccc2nc(NC(=O)CSc3nccn3Cc3ccc(Cl)cc3)sc2c1 | -2% | -7%[60.1 µM] | · | -1% | -13% | -2% | -1% | 0%[59 µM] | 5%
O=C(O)c1cc(N2C(=O)CCC2=O)ccc1Cl | -9% | -8% | 48%[activator] | 8% | -18% | 0% | 79%[activator] | ? | 1%
COCCNS(=O)(=O)c1cc(C(=O)O)ccc1OC | -20% | 4% | 34%[activator] | -12% | 10% | 5% | 70%[activator] | -5% | 1%
CC(Oc1ccc(Cl)cc1Cl)C(=O)Nn1cnnc1 (stereo unspecified) | 8% | -6% | -6% | 23% | 10% | 5% | -4% | -11%[59 µM] | -2%
O=C(CCSc1nnc2scc(-c3ccccc3)n12)NCc1ccc2c(c1)OCO2 | -1% | -10% | -2% | 0% | 0% | -2% | 15% | 5%[59 µM] | 4%
Cc1ccc(OCC(=O)NNC(=O)C2CC(=O)N(c3ccc4c(c3)OCCO4)C2)cc1 (stereo unspecified) | -17% | -15% | -3% | · | -35% | · | 100%[activator] | 0% | ·
CCn1c(=O)n(CC)c2cc(N3CCCC3)c(NC(=O)c3ccccc3Br)cc21 | -4% | -10% | 6% | 12% | ? | -3% | -8% | 45µM* | -7%
CCCCOc1ccc(C(=O)NCC(=O)N(C)Cc2nc3ccccc3c(=O)[nH]2)cc1 | -9% | -10% | 0% | · | 5% | · | 37%[activator] | 19%[12.7 µM] | ·
CCOC(=O)c1ccccc1NC(=O)CSc1nc2ncccc2o1 | -11% | -3% | · | 5% | -17% | -1% | 22% | 2%[59 µM] | -9%

An excerpt of these results, with two lines to a compound.
The line under a structure holds: POLH inh	POLK inh	APEX1 inh	POLB inh	BAZ2B inh	BLM inh	POLI inh	G9a inh	Anesthetic bind
O=C(O)c1cc(N2C(=O)CCC2=O)ccc1Cl
    -9%	-8%	48%[activator]	8%	-18%	0%	79%[activator]	?	1%
COCCNS(=O)(=O)c1cc(C(=O)O)ccc1OC
    -20%	4%	34%[activator]	-12%	10%	5%	70%[activator]	-5%	1%

Some of the entries so far, with values under each structure.
The line under a structure holds: POLH inh	POLK inh	APEX1 inh	POLB inh	BAZ2B inh	BLM inh	POLI inh	G9a inh	Anesthetic bind
> Cc1ccc(Cl)cc1NC(=O)CSc1nc(C)c(C)c(C)c1C#N
 : -1%	11%	·	21%	-3%	-3%	10%	-4%[59 µM]	-6%
> Cc1ccccc1C(=O)Nc1nnc(S(=O)(=O)N2CCCCC2)s1
 : -7%	-7%	19%	-8%	-3%	-5%	?	-24%	-4%
> COC(=O)[C@H](Cc1ccccc1)NC(=O)N1CCN(Cc2ccccc2)CC1
 : -3%	-5%	-4%	21%	-5%	-2%	0%[58.9 µM]	-4%[59 µM]	-11%
> CCC(=O)NC(=S)Nc1ccc(NC(=O)c2cccnc2)cc1
 : -4%	-7%	1%	14%	?	0%	-15%[58.9 µM]	-16%	-1%
> COc1ccc(C2C(C(C)=O)=C(O)C(=O)N2c2nccs2)cc1OC (stereo unspecified)
 : -10%	-17%	2%	17%	-10%	2%	-4%	?	-8%

Assay outcomes deposited in PubChem BioAssay by National Center for Advancing Translational Sciences (NCATS).

Not all compounds are listed; count on the stated rates, not on these rows.
